Screening data as filed in PubChem.
GIRK2 act = activators of NPY4-receptor-primed GIRK2 channels, summary, cell-based, HEK293, thallium flux; HEK293 GIRK2/NPY4 cells, thallium flux fluorescence; activation (% efficacy), % for hits at 37.5 µM; 34,000 tested, under 10 active; G protein-activated inward rectifier potassium channel 2 (Homo sapiens), P48051;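 active = primary screen hit, no activity in plain HEK293 cells, and in GIRK2-only cells above 5% efficacy rising with concentration; inactive = the rest, including fluorescent compounds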;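 also: efficacy is normalized control-subtracted fluorescence 15 s after thallium addition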
Target sequence (P48051 whole entry, looked up): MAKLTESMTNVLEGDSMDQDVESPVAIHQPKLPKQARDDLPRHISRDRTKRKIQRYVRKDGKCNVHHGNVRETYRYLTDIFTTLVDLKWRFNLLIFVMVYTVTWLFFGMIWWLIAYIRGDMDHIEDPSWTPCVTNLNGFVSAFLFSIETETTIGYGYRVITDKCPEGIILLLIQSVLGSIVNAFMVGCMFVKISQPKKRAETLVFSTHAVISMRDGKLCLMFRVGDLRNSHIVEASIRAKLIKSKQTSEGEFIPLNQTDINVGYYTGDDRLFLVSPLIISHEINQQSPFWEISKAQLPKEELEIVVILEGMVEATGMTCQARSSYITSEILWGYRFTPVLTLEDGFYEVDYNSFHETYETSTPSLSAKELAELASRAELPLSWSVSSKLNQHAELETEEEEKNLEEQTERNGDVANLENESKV
Calls only. The list is partial. The share of hits here may be higher or lower than overall.

What do the screens show for `CCN1C(=O)Cc2cc(NC(=O)NCc3ccc(F)cc3)ccc21`?
GIRK2 act: inactive

What do the screens show for `CCCNC(=O)C(=O)Nc1c2c(nn1-c1ccccc1)CS(=O)(=O)C2`?
GIRK2 act: inactive

How did CC(C)COC(=O)Nc1nc(CC(=O)N2CCN(c3ccccc3)CC2)cs1 do in these assays?
GIRK2 act: inactive

Results for CCOC(=O)C(CC)Sc1cc(C)c(C#N)c2nc3ccccc3n12 (configuration not stated) ?
GIRK2 act: inactive

How did COc1ccccc1CCNC(=O)c1cc2cccnc2n(C)c1=O do in these assays?
GIRK2 act: inactive

How did O=C(Nc1ccc2c(c1)OCO2)c1csc(NS(=O)(=O)c2ccccc2)n1 do in these assays?
GIRK2 act: inactive

What do the screens show for `O=C(c1ccc(Br)s1)N(CCN1CCOCC1)c1nc2c(F)cccc2s1`?
GIRK2 act: inactive

How did COc1cccc(C(=O)NCCOc2ccc3nnc(-c4ccccc4Cl)n3n2)c1 do in these assays?
GIRK2 act: inactive

What do the screens show for `COc1ccc(Cn2nc3ccc(S(=O)(=O)N4CCSCC4)cn3c2=O)cc1`?
GIRK2 act: inactive

How did Cc1cccc2sc(NC(=O)Cc3csc(Nc4ccc(Cl)cn4)n3)nc12 do in these assays?
GIRK2 act: inactive

For reference, five of the compounds above:
Results for CCOC(=O)C(CC)Sc1cc(C)c(C#N)c2nc3ccccc3n12 (configuration not stated) ?
GIRK2 act: inactive

How did COc1ccccc1CCNC(=O)c1cc2cccnc2n(C)c1=O do in these assays?
GIRK2 act: inactive

How did O=C(Nc1ccc2c(c1)OCO2)c1csc(NS(=O)(=O)c2ccccc2)n1 do in these assays?
GIRK2 act: inactive

What do the screens show for `O=C(c1ccc(Br)s1)N(CCN1CCOCC1)c1nc2c(F)cccc2s1`?
GIRK2 act: inactive

How did COc1cccc(C(=O)NCCOc2ccc3nnc(-c4ccccc4Cl)n3n2)c1 do in these assays?
GIRK2 act: inactive

Continued.
Results for CSc1nn(CC(=O)Nc2c(C)cc(C)cc2C)c(N)c1S(=O)(=O)c1ccc(C)cc1 ?
GIRK2 act: inactive

What do the screens show for `O=C(c1cccc([N+](=O)[O-])c1)N(CCN1CCOCC1)c1nc2c(F)cccc2s1`?
GIRK2 act: inactive

How did CCOC(=O)c1sc(NC(=O)C2CCN(S(C)(=O)=O)CC2)cc1C do in these assays?
GIRK2 act: inactive

What do the screens show for `O=C(Nc1nccs1)c1ccc(S(=O)(=O)N2CCOCC2)o1`?
GIRK2 act: inactive

What do the screens show for `O=C(c1ccccc1)N1CCCc2ccc(NC(=O)C3(c4cccs4)CCCC3)cc21`?
GIRK2 act: inactive

What do the screens show for `CC(NC(=O)c1ccco1)c1nc2ccccc2n1CC(=O)N1CCCCC1` (configuration not stated)?
GIRK2 act: inactive

Results for Cn1c(=O)c2cc(C(=O)N3CCN(C(=O)c4ccco4)CC3)sc2n(C)c1=O ?
GIRK2 act: inactive

Results for Cc1oc(-c2ccc(Cl)cc2[N+](=O)[O-])cc1C(=O)O ?
GIRK2 act: inactive

What do the screens show for `COc1ccc(OC)c(NC(=O)c2csc(Nc3cccc(Cl)c3)n2)c1`?
GIRK2 act: inactive

What do the screens show for `O=C(NCC1CCN(C(=O)Oc2ccccc2)CC1)Nc1ccc2c(c1)OCO2`?
GIRK2 act: inactive

Structures listed so far containing an aryl methoxy group:
How did COc1ccccc1CCNC(=O)c1cc2cccnc2n(C)c1=O do in these assays?
GIRK2 act: inactive

How did COc1cccc(C(=O)NCCOc2ccc3nnc(-c4ccccc4Cl)n3n2)c1 do in these assays?
GIRK2 act: inactive

What do the screens show for `COc1ccc(Cn2nc3ccc(S(=O)(=O)N4CCSCC4)cn3c2=O)cc1`?
GIRK2 act: inactive

What do the screens show for `COc1ccc(OC)c(NC(=O)c2csc(Nc3cccc(Cl)c3)n2)c1`?
GIRK2 act: inactive

The list goes on.
How did CC(C)Oc1ccc(C(=O)NCCS(=O)(=O)N2CCN(c3ccccn3)CC2)cc1 do in these assays?
GIRK2 act: inactive

How did CCc1ccc(S(=O)(=O)NCCOc2ccc3nnc(C)n3n2)s1 do in these assays?
GIRK2 act: inactive

Results for COc1cccc(NS(=O)(=O)c2cc3c4c(c2)CCN4C(=O)CC3)c1 ?
GIRK2 act: inactive

What do the screens show for `Cc1nccn1-c1cc(NCCNC(=O)Nc2ccc(F)c(Cl)c2)ncn1`?
GIRK2 act: inactive

What do the screens show for `COc1ccc(-c2cc(C(=O)N3CCOCC3)c3c(C)nn(C4CCS(=O)(=O)C4)c3n2)cc1` (configuration not stated)?
GIRK2 act: inactive

What do the screens show for `Cc1cc(-c2nnc(NC(=O)C3(c4cccs4)CCCC3)o2)nn1C(C)C`?
GIRK2 act: inactive

How did CC(C)c1nnc(C2CCN(C(=O)NCc3cccc4ccccc34)CC2)o1 do in these assays?
GIRK2 act: inactive

What do the screens show for `Cc1cc(C(=O)Nc2nc(-c3ccc(C(C)C)cc3)cs2)on1`?
GIRK2 act: inactive

What do the screens show for `O=S(=O)(c1ccc(F)c(Cl)c1)N1CCN(c2ccc(-c3ccco3)nn2)CC1`?
GIRK2 act: inactive

What do the screens show for `Cc1ccc2nc(NC(=O)CSc3ccc(NC(=O)C(C)C)nn3)sc2c1`?
GIRK2 act: inactive

How did CCn1ccc(C(=O)Nc2cccc(-c3nc4ccccc4s3)c2)n1 do in these assays?
GIRK2 act: inactive

What do the screens show for `COc1ccc(S(=O)(=O)Nc2ccc(Nc3cc(-n4ccnc4)nc(C)n3)cc2)c(C)c1C`?
GIRK2 act: inactive

Results for COc1ccc(NC(=O)Cn2cc(OC)c(=O)cc2CSc2nc(C)cc(C)n2)c(OC)c1 ?
GIRK2 act: inactive

How did O=C(CCCS(=O)(=O)c1ccccc1)Nc1ccc(-c2nc3ccccc3[nH]2)cc1 do in these assays?
GIRK2 act: inactive

How did COc1ccc(S(=O)(=O)N2CCC(C(=O)Nc3nc(-c4ccc(C)cc4)cs3)CC2)cc1 do in these assays?
GIRK2 act: inactive

Results for CC(C)(C)OC(=O)CC1CCCN1 (configuration not stated) ?
GIRK2 act: inactive

Results for CC(C)C(=O)Nc1ccc(S(=O)(=O)Nc2ccc(CC(=O)N3CCC(O)CC3)cc2)cc1 ?
GIRK2 act: inactive

Results for CS(=O)(=O)N1CCC(C(=O)NCC2(c3cccs3)CCCC2)CC1 ?
GIRK2 act: inactive

How did COC(=O)c1ccccc1NC(=O)c1ccc(=O)n(Cc2ccccc2F)c1 do in these assays?
GIRK2 act: inactive

What do the screens show for `CNC(=O)Cc1ccc(NC(=O)c2cccs2)cc1`?
GIRK2 act: inactive

What do the screens show for `CCC(C(=O)NCCN1CCC(c2cccs2)CC1)c1ccccc1` (configuration not stated)?
GIRK2 act: inactive

What do the screens show for `O=C(Cc1cccs1)NCCS(=O)(=O)N1CCN(c2ccccn2)CC1`?
GIRK2 act: inactive

How did O=C(Cc1cccc2ccccc12)Nc1ccc(CC(=O)NC2CC2)cc1 do in these assays?
GIRK2 act: inactive

Results for CCCC(CCC)C(=O)NCCS(=O)(=O)N1CCN(c2ccccn2)CC1 ?
GIRK2 act: inactive

Results for Cn1c(=O)c2c(nc(N3CCC(Cc4ccccc4)CC3)n2CC(=O)O)n(C)c1=O ?
GIRK2 act: inactive

How did Cn1cnc2cc(OC(=O)C34CC5CC(CC(C5)C3)C4)ccc21 do in these assays?
GIRK2 act: inactive

What do the screens show for `Cc1cccc(NC(=O)C(=O)NCC2(O)CCOCC2)c1`?
GIRK2 act: inactive

Results for O=C(Cn1cnc(-c2ccccc2)cc1=O)Nc1cc(Cl)ccc1O ?
GIRK2 act: inactive

What do the screens show for `COc1ccc(OCC(=O)Nc2cc(C)nn2-c2nc(-c3ccc(OC)c(OC)c3)cs2)cc1`?
GIRK2 act: inactive

What do the screens show for `CC(C)(C)S(=O)(=O)c1ccc2nn(CC(=O)Nc3ccc4c(c3)OCO4)c(=O)n2n1`?
GIRK2 act: inactive

How did O=C(Cn1nc2ccc(SCc3ccc(Cl)cc3)nn2c1=O)NCc1ccc2c(c1)OCO2 do in these assays?
GIRK2 act: inactive

What do the screens show for `CC(C)(CO)NC(=O)Cc1ccc(NC(=O)NC(c2ccccc2)c2ccccc2)cc1`?
GIRK2 act: inactive

How did CC(NC(=O)C(=O)NCC1(c2cccs2)CCOCC1)c1ccccc1 (configuration not stated) do in these assays?
GIRK2 act: inactive

How did Cc1noc(C)c1S(=O)(=O)N1CCC(Cn2ccnc2C)CC1 do in these assays?
GIRK2 act: inactive

What do the screens show for `Cc1cccc(NC(=O)CC2CSc3nc4c(c(=O)n32)CCC4)n1` (configuration not stated)?
GIRK2 act: inactive

Results for O=C(N1CCOCC1)N1CCN(Cc2ccc3c(c2)OCO3)CC1 ?
GIRK2 act: inactive

What do the screens show for `NS(=O)(=O)c1ccc(CCNC(=O)CCCn2nc(-c3cccs3)ccc2=O)cc1`?
GIRK2 act: inactive

Results for Cc1ccccc1NC(=O)CSc1cc(N2CCOCC2)ncn1 ?
GIRK2 act: inactive

How did COc1c(C)cc(S(=O)(=O)NCC(c2cccn2C)N2CCN(C)CC2)cc1C (configuration not stated) do in these assays?
GIRK2 act: inactive

How did COc1ccc(C(=O)N2CCN(c3ccc(-c4ccc(C)cc4C)nn3)CC2)c(OC)c1 do in these assays?
GIRK2 act: inactive

How did O=C(NCCc1csc(-c2ccc(F)cc2)n1)C(=O)Nc1ccon1 do in these assays?
GIRK2 act: inactive

How did CN1C(=O)Cc2cc(NC(=O)NCCc3ccccc3)ccc21 do in these assays?
GIRK2 act: inactive

Results for Cc1cc(NC(=O)c2ccc(S(=O)(=O)N(C)Cc3ccccc3)cc2)n(C)n1 ?
GIRK2 act: inactive

Results for COC(=O)c1ccsc1NC(=O)C1CCN(S(=O)(=O)c2ccc(Cl)cc2)CC1 ?
GIRK2 act: inactive

How did CSc1ncccc1C(=O)NCC1CCN(c2ncccn2)CC1 do in these assays?
GIRK2 act: inactive

What do the screens show for `O=C(/C=C/c1ccco1)N1CCC(CNS(=O)(=O)c2cccc3ccccc23)CC1`?
GIRK2 act: inactive

How did COC(=O)NCCN1CCC(c2cccs2)CC1 do in these assays?
GIRK2 act: inactive

Results for CS(=O)(=O)N1CCC(CNC(=O)c2ccsc2)CC1 ?
GIRK2 act: inactive

What do the screens show for `Cc1ccc(-c2ccc(OCCNS(=O)(=O)c3ccc(OC(F)(F)F)cc3)nn2)cc1`?
GIRK2 act: inactive

How did O=C(NCC(O)(c1ccco1)C1CC1)C1COc2ccccc2O1 (configuration not stated) do in these assays?
GIRK2 act: inactive

What do the screens show for `Cc1cc(C)c(S(=O)(=O)N2CCOC(c3ccccc3)C2)cc1C` (configuration not stated)?
GIRK2 act: inactive

How did O=C(NCc1ccccc1)C1CCN(c2cc(Sc3cccc(F)c3)ncn2)CC1 do in these assays?
GIRK2 act: inactive

How did COCCN1CCC(CNC(=O)C(=O)Nc2cc(F)ccc2F)CC1 do in these assays?
GIRK2 act: inactive

Results for Cc1ccc(CC(=O)Nc2nnc(Cc3ccc(Cl)s3)o2)c(C)c1 ?
GIRK2 act: inactive

How did CC(C)C(=O)N1CCCc2ccc(NC(=O)C(=O)NCCc3ccc(S(N)(=O)=O)cc3)cc21 do in these assays?
GIRK2 act: inactive

Results for O=C(c1ccc(Cl)s1)N1CCC(c2ccsc2)CC1 ?
GIRK2 act: inactive

How did COc1ccc(C(=O)N2CCNC(=O)C2C)cc1OC (configuration not stated) do in these assays?
GIRK2 act: inactive

Results for Cc1n[nH]c(C)c1S(=O)(=O)Nc1ccc2c(c1)N(C(=O)C1CCCC1)CC2 ?
GIRK2 act: inactive

What do the screens show for `CSc1ncccc1C(=O)N1CCC(CNC(=O)c2cc(-c3ccccc3)on2)CC1`?
GIRK2 act: inactive

How did Cc1cccc2sc(N3CCN(C(=O)c4ccno4)CC3)nc12 do in these assays?
GIRK2 act: inactive

How did C1CCc2nnc(Cc3nnc4n3CCCCC4)n2CC1 do in these assays?
GIRK2 act: inactive

What do the screens show for `Cc1cc(C)n(-c2cc(N3CCCC(C(=O)Nc4ccc5c(c4)OCCO5)C3)ncn2)n1` (configuration not stated)?
GIRK2 act: inactive

What do the screens show for `O=C1CN(C2CC2)C(=O)C(Cc2ccccc2)N1` (configuration not stated)?
GIRK2 act: inactive

How did O=C(COc1ccc2ccccc2c1)NCCCN1CCOC(c2ccccc2)C1 (configuration not stated) do in these assays?
GIRK2 act: inactive

Results for CCNC(=O)Nc1ccc2c(c1)CN(C(=O)OC)CC2 ?
GIRK2 act: inactive

How did Cn1nc(-c2cccc(NC(=O)COc3ccc(Cl)cc3Cl)c2)ccc1=O do in these assays?
GIRK2 act: inactive

Results for CN(C)CCNC(=O)c1nn(-c2ccc(F)cc2)cc1OCc1ccccc1 ?
GIRK2 act: inactive

What do the screens show for `COC(=O)C1(NC(=O)CNC(=O)OC(C)(C)C)CCCC1`?
GIRK2 act: inactive

What do the screens show for `Cc1cnc2c(c1SCC(=O)Nc1ccc([N+](=O)[O-])cc1)c(=O)n(C)c(=O)n2C`?
GIRK2 act: inactive

What do the screens show for `CCOc1ccc(NC(=O)NCCOc2ccc3nnc(-c4cccc(F)c4)n3n2)cc1`?
GIRK2 act: inactive

What do the screens show for `CCN1C(=O)CCc2cc(NC(=O)NC(c3ccccc3)c3ccccc3)ccc21`?
GIRK2 act: inactive

Results for Cc1nnc(CNC(=O)C(=O)NC2CC2)o1 ?
GIRK2 act: inactive

How did O=C(NCC(O)Cn1c2ccccc2c2ccccc21)NC1CCCCC1 (configuration not stated) do in these assays?
GIRK2 act: inactive

How did O=S(=O)(c1cccc(C(F)(F)F)c1)N1CCC(c2ccsc2)CC1 do in these assays?
GIRK2 act: inactive

How did O=[N+]([O-])c1cccc(-c2ccc(SCc3ccncc3)nn2)c1 do in these assays?
GIRK2 act: inactive

What do the screens show for `O=C(NCCOc1ccc2nnc(-c3ccccc3Cl)n2n1)c1ccc(F)cc1F`?
GIRK2 act: inactive

Results for CCOc1ccc(NC(=O)C(=O)NCC(O)C2CCCCC2)cc1 (configuration not stated) ?
GIRK2 act: inactive

Results for CC1CCN(S(=O)(=O)c2ccc(-c3nc(C#N)c(NCCCN4CCOCC4)o3)cc2)CC1 ?
GIRK2 act: inactive
